Anesthetic bind – qHTS Assay for Identification of Novel General Anesthetics; Ferritin light chain (Equus caballus), P02791; Potency, µM (titrated, usually from 77.5 µM), for the others: top-dose activity change, negative = displacement, most hits filed as inhibitors; apoferritin/1-aminoanthracene competitive binding, fluorescence; 350,000 tested, 0.074% active; further: potency means the concentration at half of the fitted maximal effect; on the % scale 0 is the no-effect control and ±100 the full control effect; nearly all actives have a fitted effect of over 20% in size
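Apoferritin-based anesthetic binding model; compound displacement of fluorescent 1-AMA measured as endpoint fluorescence after 10 minutes at room temperature, scaled to free-ligand and complex controls.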
POLB inh – qHTS Assay for Inhibitors of DNA Polymerase Beta; P06746; Pol beta primer extension/strand displacement, fluorescence kinetic; Potency, µM (doses to about 114 µM), inactives show at the highest dose activity change, negative = inhibition, hits mostly inhibitors; 340,000 tested, 1.3% active; further: potency means the concentration at half of the fitted maximal effect; on the % scale 0 is the no-effect control and ±100 the full control effect
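Preincubation: enzyme (10 nM) with compound, 15 min, RT. Reaction: substrate added to 50 nM final. Reads: 0 and 10 min. Analysis: normalized, Hill fit.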
ALOX12 inh – Primary qHTS assay for inhibitors of human arachidonate 12S-lipoxygenase (ALOX12): Round 2 | Polyunsaturated fatty acid lipoxygenase ALOX12 (Homo sapiens), P18054 | purified 12hLO, xylenol orange hydroperoxide absorbance | Potency, µM (top dose mostly 108 µM), for inactives: at the highest dose activity change, negative = inhibition, most hits filed as inhibitors | 580,000 tested, 1.1% active | AID 1671190, 2021; further: potency means the concentration at half of the fitted maximal effect; on the % scale 0 is the no-effect control and ±100 the full control effect
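Purified human 12hLO at 150 nM in 25 mM Hepes, 0.01% Triton X-100, pH 7.0, preincubated 15 min at room temperature with compound. Reaction started with 40 uM arachidonic acid, 30 min at room temperature. Hydroperoxide measured by Fe-xylenol orange, 573/405 nm absorbance ratio.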
APE1 inh – qHTS Assay for Inhibitors of the Human Apurinic/apyrimidinic Endonuclease 1 (APE1); recombinant APE1, TAMRA/BHQ-2 abasic DNA cleavage fluorescence; Potency, µM (highest dose often 65.8 µM), for inactives: top-dose activity change, negative = inhibition, most hits filed as inhibitors; 350,000 tested, 0.35% active; AID 2517, 2012;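 further: potency means the concentration at half of the fitted maximal effect; plate controls were vehicle for no effect and reference inhibitor for full effect; nearly all actives have a fitted effect of over 55% in size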
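Readout is kinetic fluorescence (ex 525, em 598 nm) from cleavage of 50 nM TAMRA/BHQ-2 THF abasic duplex by 0.75 nM APE1, compound added 15 min beforehand at RT.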
RGS4 inh – Inhibitors of Regulator of G Protein Signaling (RGS) 4: qHTS. AID 504845, 2011. Regulator of G-protein signaling 4 (Homo sapiens), P49798. 390,000 tested, 0.039% active. Transcreener GDP fluorescence polarization, RGS4-accelerated GTP hydrolysis. Potency, µM (doses to about 114 µM), for inactives: top-dose activity change, negative = inhibition, usual class: inhibitors; further: potency means the concentration at half of the fitted maximal effect; on the % scale 0 is the no-effect control and ±100 the full control effect; nearly all actives have a fitted effect of over 75% in size; some results filed as inactive show a strong effect at the top dose
Target sequence (P49798 whole entry, looked up): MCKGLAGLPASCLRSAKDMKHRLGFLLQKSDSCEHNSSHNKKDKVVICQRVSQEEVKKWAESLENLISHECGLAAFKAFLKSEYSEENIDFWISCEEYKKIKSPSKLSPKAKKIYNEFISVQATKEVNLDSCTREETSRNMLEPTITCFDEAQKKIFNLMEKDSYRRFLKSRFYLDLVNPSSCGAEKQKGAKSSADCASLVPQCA
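MLSMR compounds (23 nl, pin-transferred) preincubated 10 min at room temperature with a 500nM (2x) first reagent, then RGS4 at 900nM (2x) plus Transcreener GDP mix added; fluorescence polarization (620/688 nm) read before and after 90 min at 30 °C.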
POLH inh – qHTS for Inhibitors of Polymerase Eta; 390,000 tested, 1.2% active; recombinant Pol eta, fluorescent DNA replication assay; Potency, µM (highest dose often 114 µM), inactives show top-dose activity change, negative = inhibition, actives largely listed as inhibitors; further: potency means the concentration at half of the fitted maximal effect; on the % scale 0 is the no-effect control and ±100 the full control effect
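Pol eta at 10 nM preincubated with compounds 15 min at room temperature; reaction started with fluorescent substrate (50 nM final) and read kinetically at 0 and 10 min.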
POLK inh – qHTS for Inhibitors of Polymerase Kappa; DNA polymerase kappa (Homo sapiens), Q9UBT6; purified Pol kappa, fluorescent DNA synthesis assay, 10 min; Potency, µM (titrated, usually from 107 µM), for inactives: at the top dose activity, negative = inhibition, hits mostly inhibitors; 400,000 tested, 0.53% active; AID 588579, 2011; further: potency means the concentration at half of the fitted maximal effect; on the % scale 0 is the no-effect control and ±100 the full control effect
Target sequence (Q9UBT6 whole entry, looked up): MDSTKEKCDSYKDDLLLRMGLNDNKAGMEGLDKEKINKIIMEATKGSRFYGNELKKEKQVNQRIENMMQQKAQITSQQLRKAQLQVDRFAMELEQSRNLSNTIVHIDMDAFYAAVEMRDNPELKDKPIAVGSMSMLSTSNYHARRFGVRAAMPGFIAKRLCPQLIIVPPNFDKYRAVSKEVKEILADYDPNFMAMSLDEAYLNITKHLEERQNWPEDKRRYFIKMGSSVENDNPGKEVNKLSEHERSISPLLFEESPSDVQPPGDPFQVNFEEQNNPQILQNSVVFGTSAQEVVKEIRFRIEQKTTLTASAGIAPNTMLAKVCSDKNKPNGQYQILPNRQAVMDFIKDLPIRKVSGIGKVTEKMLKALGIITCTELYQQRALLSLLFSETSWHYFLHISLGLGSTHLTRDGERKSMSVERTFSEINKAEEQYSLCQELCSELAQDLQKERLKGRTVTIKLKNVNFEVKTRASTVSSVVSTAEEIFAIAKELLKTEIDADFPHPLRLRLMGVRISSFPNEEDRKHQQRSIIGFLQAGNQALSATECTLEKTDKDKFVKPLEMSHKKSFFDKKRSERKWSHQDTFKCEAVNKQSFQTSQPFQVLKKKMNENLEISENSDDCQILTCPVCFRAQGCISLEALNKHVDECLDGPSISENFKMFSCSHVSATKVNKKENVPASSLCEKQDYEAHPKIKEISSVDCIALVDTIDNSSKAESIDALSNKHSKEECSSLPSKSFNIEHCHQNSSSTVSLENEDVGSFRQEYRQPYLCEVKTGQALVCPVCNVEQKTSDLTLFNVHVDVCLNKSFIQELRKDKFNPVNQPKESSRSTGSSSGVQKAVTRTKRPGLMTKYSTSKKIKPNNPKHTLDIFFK
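10 nM Pol kappa was preincubated with compounds for 15 min at room temperature. Reaction started with 50 nM (final) substrate. Fluorescence read kinetically at 0 and 10 min.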
LDHA inh – qHTS assay for inhibitors of human lactate dehydrogenase; L-lactate dehydrogenase A chain (Homo sapiens), P00338; purified LDHA, NADH/diaphorase-resazurin fluorescence; active compounds read low; activity change, % (values are at about 110 or 230 µM); 480,000 tested, 0.15% active; AID 1347041, 2019; in the data active means activity change below about -30%; inconclusive means mostly about -25% to -30%;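 further: plate controls were DMSO wells for no effect and wells without enzyme for full effect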
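Human LDH5 (2 nM) was incubated with 0.06 mM NADH and 0.2 mM pyruvate for 5 min at room temperature in Tris pH 7.4. Remaining NADH was coupled through diaphorase/resazurin, and resorufin fluorescence was read at 0 and 20 min.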
ERG Ets-DNA blk – qHTS for Small Molecule Inhibitors of the ERG Ets/DNA interaction | fluorescence polarization, His-ERG Ets domain / labelled DNA | Transcriptional regulator ERG (Homo sapiens), P11308 | 370,000 tested, 0.028% active | Potency, µM (top dose mostly 76.9 µM), inactives show at the highest dose FP activity, negative = inhibition, actives largely listed as inhibitors | AID 624246, 2012; active means well fitted inhibition curve with a large enough effect in the polarisation, with a control signal flat; inconclusive means small, poorly fitted or top-dose-only effect, or effect the other way, or a change in a side signal; inactive means no such curve, though single readings can be large or run the other way; the % refers to the polarisation;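 further: polarization taken with two DNA probes labelled with fluorescein and Texas red; potency means the concentration at half of the fitted maximal effect; % of control where 0% means no effect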
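His-tagged ERG Ets domain (1 uM in the protein solution; 300mM KCl, 50mM Tris-HCl, 1mM EDTA, 1mM DTT, pH 7.5) received compound, then a probe mix of 5 nM fluorescein-DNA and 100nM Texas-615-DNA. Fluorescence polarization was read for both dyes.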
* = called active by the depositor; i = inactive; ? = inconclusive; . = no result given; & = joins results of further samples; [ ] = dose if it differs, or a comment. Unless noted, the call rests on the fitted dose curve; in most records, active means well fitted curve in the direction sought with a large enough effect; inconclusive means small, poorly fitted or top-dose-only effect, or another doubt; inactive means no such curve, though single readings can be large; an effect the other way counts as inactive or inconclusive. A portion of the library, so the mix of outcomes need not match the whole.

SMILES	Anesthetic bind	POLB inh	ALOX12 inh	APE1 inh	RGS4 inh	POLH inh	POLK inh	LDHA inh	ERG Ets-DNA blk
Cc1ccc(NN=Nc2nc3c([nH]2)c(=O)n(C)c(=O)n3C)cc1	-12%	1%	?	4%	?	-16%	-6%	34	-19%
CC(C)(C)C(=O)CSc1ccc(S(=O)(=O)N2CCN(Cc3ccccc3)CC2)cn1	.	.	0%	-19%	9%	-13%	-17%	-6	-18%
O=C(c1ccc(CNS(=O)(=O)c2ccccc2)cc1)N1CCN(c2ccccn2)CC1	-13%	-3%	0%	-4%	-14%	-4%	2%	-3	-2%
Cc1ccc2cc(CN(C)C(=O)C3CCCO3)c(=O)[nH]c2c1 (centres undefined)	-9%	4%	33%	3%	12%	-10%	-7%	2	4%
COc1ccc(C)cc1S(=O)(=O)n1ccnc1C	-2%	22%	-2%	23%	5%	1%	-12%	-13	3%
CCOc1ccc(NC(=O)Cn2cc(S(=O)(=O)N3CCN(c4ccccc4F)CC3)c3ccccc3c2=O)cc1	1%	-3%	-22%	.	6%	-21%	-19%	-7	-4%
O=C(Nc1ccc2nc(-c3ccccc3)oc2c1)c1ccco1	-10%	-9%	0%	-2%	-19%	-6%	-20%	-1	-13%
O=C(COC(=O)c1cc(S(=O)(=O)N2CCOCC2)ccc1Cl)NC1CC1	.	.	4%	-8%	4%	-10%	3%	-3	7%
CCc1ccc2[nH]c(=O)c(CN(CCCN3CCOCC3)C(=O)Nc3cccc(Cl)c3)cc2c1	-16%	19%	47%	-9%	-20%	-4%	0%	0	-1%
O=C1NC(Cc2c[nH]c3ccccc23)C(=O)N1Cc1ccccc1 (centres undefined)	-2%	53%	-6%	27%	-14%	-9%	4%	-2	-7%
COCCN1C(=O)Cc2c1nc(N)c1c(N)nc(N3CCN(c4ccc(F)cc4)CC3)c(C#N)c21	?	30%	-9%	-4%	-19%[56.9 µM]	-20%	-9%	1	12%
Cc1cc(N2C(=O)C(O)=C(C(=O)c3ccco3)C2c2ccc(O)cc2)no1 (centres undefined)	-15%	-7%	?	9%	-10%	4%	-13%	0	-3%
CSCc1ccc(C(=O)NC(C)c2ccc(-n3ccnc3)cc2)cc1 (centres undefined)	-9%	?	i	-6%	0%	-4%	-14%	-6	-3%
Cc1ccc(Cl)cc1N1CCN(C(=O)c2ccc(NS(=O)(=O)c3c(C)noc3C)cc2)CC1	-3%	2%	6%	-9%	4%	-5%	-17%	-2	-7%
O=C1CCCN2N=C(SCC(=O)Nc3ccc(OC(F)(F)F)cc3)SC2=N1	2%	-21%	-19%	5%	3%	11%	-21%	0	4%
COC(=O)N/N=C/c1c(C)nn(-c2cccc(Cl)c2)c1Cl	-11%	?	?	-12%	-9%	-14%	-13%	1	-4%
CSc1ccc(/C=C2\CCn3c2nc2cc(C(=O)O)ccc2c3=O)cc1	27%	-2%	?	30%	-31%	50µM*	-10%	0	2%
O=C(CN1CCCc2ccccc21)NCCc1ccc(Cl)cc1	?	-1%	0%	-9%	-48%	-25%	6%	5	-1%
COc1cccc(-c2ncc3ccccc3c2COC(=O)c2ccc(F)cc2)c1	.	.	-9%	-13%	10%	-18%	-8%	-1	-11%
COc1ccc(C(=O)OCC(=O)NC(=O)NC(C)C)cc1OC	-13%	1%	0%	?	15%	5%	-16%	0	-9%
COC(=O)N(NC(=O)C(O)(c1ccccc1)c1ccccc1)c1ccccc1	-9%	9%	8%	2%	-15%	-22%	-11%	-5	-6%
CCn1c(-c2csc(-c3ccccc3)n2)n[nH]c1=S	-5%	11%	-20%	5%	?	-6%	-4%	-1	1%
Cc1ccc(S(=O)(=O)N2CCN(C3CCN(Cc4ccccc4)CC3)CC2)cc1	-9%	0%	?	1%	-9%	-3%	0%	-3	.
COC(=O)CC1C(=O)NCCN1C(=O)c1sc2ccccc2c1Cl (centres undefined)	-8%	-3%	17%	-6%	6%	1%	-2%	-2	-9%
O=C(O)c1ccc(Cl)c(NC(=S)NC(=O)c2cccc(COc3ccccc3)c2)c1	-8%	25µM*	-18%	-5%	?	45µM*	5%	-5	-4%
Cc1c(NC(=O)C(C)OC(=O)CCc2ccccc2)c(=O)n(-c2ccccc2)n1C (centres undefined)	-3%	-5%	-5%	-4%	-9%	-13%	-8%	-5	-1%
CC(C)c1ccc(CNc2ncccn2)cc1	-20%	30%	?	-7%	-13%	-12%	-9%	-17	-3%
O=C(CN1CCCCCCC1)Nc1ccc(Cl)cc1Cl	?	42%	?	-3%	17%	-4%	-13%	0	-2%
O=S(=O)(c1cccc(F)c1)N1CCC(c2nc3ccccc3s2)CC1	-3%	-1%	-21%	.	1%	1%	-22%	-4	5%
CCN(Cc1ccccc1)C(=O)COC(=O)c1cc(S(=O)(=O)Nc2c(C)n(C)n(-c3ccccc3)c2=O)ccc1C	-23%	1%	2%	-1%	-12%	-11%	-6%	0	12%
COc1cc(NC(=O)c2onc(C)c2Cl)cc(OC)c1OC	-8%	17%	?	27%	-17%	-10%	15%	2	8%
CC(=O)Nc1ccc(N=NN2CCOCC2)cc1	-7%	52%	-35%	5%	-46%	-8%	-15%	13	-9%
COc1ccc(C2=NOC(CNC(=S)N3CCOCC3)C2)cc1 (centres undefined)	1%	11%	129%[activator]	13%	2%	-5%	1%	1	0%
CC(=O)/C=C/c1ccc(C)o1	-1%	2%	-5%	2%	-39%	-11%	1%	0	10%
Cc1cc(=O)n2nc(N3CCCC(C(=O)NCCCN4CCc5ccccc5C4)C3)sc2n1 (centres undefined)	1%	-5%	-2%	9%	2%	-10%	-11%	-2	0%
CCC1(C)N=C(c2ccc3c(c2)OCO3)CC(c2ccccc2O)N1 (centres undefined)	?	8%	-11%[57.4 µM]	-4%	-13%	-4%	-10%	-4	-2%
CCc1cc(=O)oc2cc(C)cc(OCc3nn[nH]n3)c12	1%	-20%	?	0%	10%	-14%	1%	-8&-2	-4%
COC(=O)c1cc(OC)c(OC)cc1NC(=O)CSc1nnnn1Cc1ccccc1	-16%	-1%	293%[activator]	2%	8%	-11%	-7%	-1	-1%
CC(C)CNC1=C(C(=S)Nc2ccccc2)C(=O)CC(C)(C)C1	8%	-10%	?	-2%	8%	-18%	-10%	0	8%
COCCN(C(=O)c1snc(C(N)=O)c1N)C(C(=O)NC1CCCCC1)c1ccc(OC)c(OC)c1 (centres undefined)	1%	2%	101%[activator]	60%[activator]	11%	-13%	-6%	-11	-11%
O=C1C(Cl)=C(N2CCCCC2)C(=O)N1c1ccccc1Cl	?	?	-14%	?	?	-10%	-5%	5	-11%
Cc1ccc(C)c(N2CCN(S(=O)(=O)c3cc(C(=O)Nc4ccccc4C(F)(F)F)ccc3F)CC2)c1	-9%	0%	-16%	.	12%	-11%	-9%[60.1 µM]	-1	11%
O=C1SCCC1NS(=O)(=O)c1ccccc1[N+](=O)[O-] (centres undefined)	-12%	32%	-20%	1%	-24%	1%	-7%	-9	-7%
CCCCn1c(N)c(N(CCOC)C(=O)CC(NC(=O)c2ccccc2Cl)c2ccccc2)c(=O)[nH]c1=O (centres undefined)	.	.	414%[activator]	.	-4%	-5%	-6%	-6	-6%
CCOc1ccc(CN2CCN(Cc3cn(CC)nc3C)CC2CCO)cc1 (centres undefined)	-4%	?	8%	-2%	-3%	-16%	1%	0	9%
Cc1ccc(C)c(NC(=O)CSc2cn(CC(=O)N3CCCC3)c3ccccc23)c1	-18%	4%	-20%	.	-2%	-14%	-1%	-11	-3%
Cn1c(N)c(C(=O)COC(=O)c2cnc(Cl)c(Cl)c2)c(=O)n(C)c1=O	-10%	0%	-4%	-6%	-23%	-19%	4%	-7	14%
CCOc1ccccc1C(=O)N1CCC(c2nc3ccccc3o2)CC1	8%	22%	-26%&-21%	.	8%	-1%	-4%	9&-14	-1%
CCOc1cc(NC(=S)NCC2CCCO2)c(OCC)cc1NC(=O)C1CC1 (centres undefined)	-6%	-1%	-23%	4%	-34%[56.9 µM]	-6%	7%	4	9%

An excerpt from above, showing only POLB inh, APE1 inh and RGS4 inh.
canonical_smiles,POLB inh,APE1 inh,RGS4 inh
CCOc1ccccc1C(=O)N1CCC(c2nc3ccccc3o2)CC1,22%,.,8%
CCOc1cc(NC(=S)NCC2CCCO2)c(OCC)cc1NC(=O)C1CC1 (centres undefined),-1%,4%,-34%[56.9 µM]

Compound activity deposited in PubChem BioAssay by National Center for Advancing Translational Sciences (NCATS).
